Screening results deposited in PubChem BioAssay by several laboratories.
GPR35 arrestin U2OS: inhibition of zaprinast-stimulated GPR35 beta-arrestin translocation – imaging, U2OS, beta-arrestin-GFP, zaprinast agonist, primary screen (AID 2058); inhibition, % at 10 µM, or IC50 in µM where a hit was titrated; U2OS GPR35 beta-arrestin-GFP translocation imaging, zaprinast antagonism; higher % means a stronger effect; hit rate 0.052% among 290,000;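 active = inhibition of at least 50% with at least 30 cells and total cytoplasm GFP at most 10,000,000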
NTR1 ag: agonists of NTR1, primary screen, imaging, U2OS cells, beta-arrestin-GFP, high content (AID 493036). hit rate 0.17% among 330,000. NTR1-U2OS beta-arrestin-GFP spot imaging, agonist mode. P30989. activation, % at 20 µM;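 active = activation at or above 40% of the spot to cytoplasm intensity ratio, with at least 20 cells analyzed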;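 note: 0% = DMSO without peptide and 100% = 100 nM NTR1 peptide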
Target sequence (P30989 whole entry, looked up): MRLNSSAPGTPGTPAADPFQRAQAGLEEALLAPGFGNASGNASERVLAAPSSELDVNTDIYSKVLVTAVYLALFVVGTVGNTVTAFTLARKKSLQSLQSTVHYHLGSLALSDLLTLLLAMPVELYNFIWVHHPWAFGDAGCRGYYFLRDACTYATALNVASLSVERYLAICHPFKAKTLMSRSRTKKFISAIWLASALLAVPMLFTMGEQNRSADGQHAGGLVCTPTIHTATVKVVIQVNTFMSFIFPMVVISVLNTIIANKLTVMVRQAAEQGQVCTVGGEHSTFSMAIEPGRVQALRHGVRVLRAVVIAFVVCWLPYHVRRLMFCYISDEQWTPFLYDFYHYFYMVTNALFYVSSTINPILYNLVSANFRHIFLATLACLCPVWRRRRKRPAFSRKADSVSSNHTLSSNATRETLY
Salmonella PhoP GFP: inhibitors of PhoP regulon expression, primary screen, Salmonella Typhimurium, GFP reporter (AID 1863); S. Typhimurium PhoP-regulated promoter GFP reporter, 4 h; higher % means a stronger effect; inhibition, % at 50 µM; hits with a dose series show IC50 in µM; hit rate 0.16% among 300,000;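 active = inhibition over 29.93%, a cutoff 3 SD above the screen mean, later confirmed by dose response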;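 note: 0% = low Mg2+ inducing control and 100% = high Mg2+ repressing control; strong numbers were not always called active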
HIV peptide binding: cell-free HIV fusion peptide-binding blockers – biochemical, uHTS, fluorescence dequenching, primary screen (AID 1986). cell-free peptide binding, fluorescence dequenching, 30 min; higher % means a stronger effect. inhibition, % at 20 µM; hits with a dose series show IC50 in µM. hit rate 0.3% among 290,000; in the data active = inhibition mostly above about 52%, no sharp cut-off; inactive = mostly below about 76%; note: some results filed as inactive read as strong as hits
Myeloid diff MLP: promotes myeloid progenitor differentiation | ER-HoxA9 myeloid progenitors, lysozyme-GFP differentiation, flow cytometry | calls only at 10 µM | hit rate 1% among 360,000 | AID 624256;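 active = normalized GFP-positive differentiation at or above the plate's own cutoff, the solvent-only control mean plus 3 SD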;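 note: cells exposed to compound for four days before flow analysis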
SIAH1 antagonists: Siah-1 peptide-binding antagonists, primary screen, biochemical, fluorescence polarization, rhodamine-plectin, uHTS (AID 1817); Siah-1 / rhodamine-plectin peptide fluorescence polarization; higher % means a stronger effect; one-dose displacement, % at 20 µM; IC50 in µM for titrated hits; hit rate 0.02% among 290,000;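 active = displacement of at least 50% at 20 µM, with a fluorescence ratio check between 0.3 and a set limit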;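 note: plate controls were Siah plus tracer with DMSO for no effect and tracer alone without Siah for full effect; strong numbers were not always called active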
LYP phosphatase: PTPN22 lymphoid phosphatase activity blockers – biochemical, fluorescence intensity, uHTS (AID 1779) | recombinant LYP phosphatase, fluorescence intensity; higher % means a stronger effect | one-dose inhibition, % at 11.5 µM; IC50 in µM for titrated hits | hit rate 0.054% among 290,000; in the data active = inhibition above about 50%;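 note: plate controls were vehicle with enzyme for no effect and no enzyme for full effect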
Rac1 GTP hydrolysis: MgcRacGAP GTPase-activating activity inhibitors, confirmation, biochemical, ADP Hunter fluorescence; MgcRacGAP-stimulated Rac1 GTP hydrolysis, ADP Hunter fluorescence; higher % means a stronger effect; GST-tagged Rac1 F28L mutant substrate; inhibition, % at 30 µM, or IC50 in µM where a hit was titrated; hit rate 0.6% among 340,000; AID 624330;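 active = first-screen hits whose inhibition reached a set limit at any dose in the follow-up dose series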;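 note: fluorescence reports GDP produced by GAP-driven GTP hydrolysis; strong numbers were not always called active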
GPR55 LPI antagonism: GPR55 antagonists blocking LPI-driven arrestin recruitment, primary screen, imaging, U2OS, beta-arrestin-GFP, LPI agonist (AID 2013) | U2OS GPR55 beta-arrestin-GFP translocation imaging, LPI antagonism; higher % means a stronger effect | hit rate 0.13% among 290,000 | inhibition, % at 10 µM; hits with a dose series show IC50 in µM;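 active = spots per cell inhibited over 60%, with over 100 cells counted and total cytoplasm intensity under 500,000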;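 note: U2OS cells stably carrying GPR55 and arrestin-GFP stimulated by 5 µM LPI near EC80; imaged beta-arrestin-GFP aggregate spots per cell after agonist stimulation; plate controls were LPI-stimulated DMSO wells for no effect and DMSO wells without LPI for full effect; some results filed as inactive read as strong as hits; confirmed hits need IC50 under 10 µM and bright autofluorescent wells are also inconclusive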
NTR1 ag cell count 20 µM: further read-out of NTR1 ag, marked with its call; cell count; measured here: cell count, cytotoxicity flag
Myeloid diff MLP GFP+ MAC1+ %: recorded beside Myeloid diff MLP, whose call it bears; GFP+ MAC1+ double positive, %; measured here: differentiation confirmed by MAC1 staining
The depositor's hits bear a star; i = inactive; . = no result given.

SMILES	GPR35 arrestin U2OS	NTR1 ag	NTR1 ag cell count 20 µM	Salmonella PhoP GFP	HIV peptide binding	Myeloid diff MLP	Myeloid diff MLP GFP+ MAC1+ %	SIAH1 antagonists	LYP phosphatase	Rac1 GTP hydrolysis	GPR55 LPI antagonism
COc1ccc(NC(=O)c2ccc3snnc3c2)cc1	9%	-0.5	78	-8%	-0.1%	i	0.7	-2%	-6%	6%	-16%
CCc1c(C(=O)NCCc2cccc(C)c2)[nH]c(C)c1C(C)=O	-1%	2.5	86	.	-1.2%	i	1.4	-3%	-4%	6%	1%
Cn1c(=O)oc2cc(S(=O)(=O)N3CCC(C(=O)N4CCc5ccccc5C4)CC3)ccc21	0%	-0.6	85	15%	1.9%	i	4.2	3%	-13%	-6%	0%
O=S(=O)(NCc1ccccn1)c1ccc(Cl)c(C(F)(F)F)c1	0%	0.5	28	5%	-0.7%	i	0.6	-3%	-8%	5%	-12%
O=C(CCc1cccc(Cl)c1)N1CCCC(Nc2ccccc2)C1 (centres undefined)	-1%	1.5	62	-5%	-0.2%	i	1.5	7%	-7%	9%	-2%
Nc1ccc(S(=O)(=O)Nc2nccc(/C=C/c3ccc(Cl)cc3Cl)n2)cc1	-2%	3.5	63	-3%	2.5%	i	0.0	5%	1%	-9%	9%
O=C(N/N=C/c1ccncc1)c1ccccc1OCc1ccc(Br)cc1	1%	5.0	85	24%	-1.1%	i	0.4	-2%	-5%	18%	4%
COc1cc(OC)c2c(-c3ccccc3)cc(=O)oc2c1C(CCN1CCCC(C)C1)c1ccc2c(c1)OCO2 (centres undefined)	-12%	32	80	2%	0.0%	i	9.8	2%	-7%	7%	20%
CC(C)[C@H](NS(=O)(=O)/C=C/c1ccccc1)C(=O)OCC(=O)NC(N)=O	3%	-1.6	63	.	-1.8%	i	0.3	-1%	-5%	12%	3%
Cc1cc(C(=O)NNC(=O)CCCCC(=O)NNC(=O)c2cc(C)[nH]n2)n[nH]1	.	0.9	31	13%	0.6%	i	0.5	-1%	-11%	6%	15%
CC(C)C1N=C2c3ccccc3N=C(SCC(=O)NCCc3ccc(S(N)(=O)=O)cc3)N2C1=O (centres undefined)	-5%	-1.5	33	1%	-0.2%	i	0.7	-2%	-5%	2%	-7%
O=C(O)C1CSC(c2ccc(O)c([N+](=O)[O-])c2)N1 (centres undefined)	0%	.	.	6%	-0.3%	i	0.2	2%	-3%	8%	6%
O=c1[nH]c(C2CCCN(S(=O)(=O)c3ccccc3)C2)nc2c1nnn2Cc1ccc2c(c1)OCCO2 (centres undefined)	-9%	7.5	53	9%	-0.3%	i	3.5	-3%	-4%	-2%	17%
C[C@H](NS(=O)(=O)c1ccc(Cl)c(Cl)c1)C(=O)OCc1cc(=O)n2cc(Br)ccc2n1	-7%	1.5	51	9%	11%	i	0.5	-13%	10%	8%	-6%
O=C(CSc1nnnn1C1CCCC1)Nc1ccc2c(c1)OCCO2	-8%	0.2	56	-3%	-0.5%	i	1.9	1%	-5%	1%	1%
CCc1cccc(NC(=S)N2CCC(c3ccccc3)C2)c1 (centres undefined)	-4%	-0.5	97	-6%	-1.1%	i	0.5	2%	-1%	15%	-6%
CC(=O)Nc1cccc(C(=O)OC(C)C(=O)NC2CCCc3ccccc32)c1 (centres undefined)	-6%	0.7	63	0%	-0.2%	i	3.1	5%	-8%	4%	24%
O=C1Nc2ccc([N+](=O)[O-])cc2OC1CCN1CCOCC1 (centres undefined)	3%	-0.3	48	2%	1.2%	i	0.1	2%	-6%	3%	2%
COC(=O)C1=NN(C(C)(C)CC(C)=O)C2C(=O)N(C3CCCCC3)C(=O)C12 (centres undefined)	-14%	0.7	61	-5%	-1.6%	i	0.8	1%	-4%	11%	13%
Cc1ccc(C(=O)NNC(=O)C2CCN(S(=O)(=O)c3ccc(C)cc3)CC2)cc1	1%	0.7	55	-4%	2.5%	i	0.1	1%	-6%	13%	7%
Cc1cc(NC(=O)CSc2nc(Cc3ccc(O)cc3)c(C)[nH]2)no1	14%	-0.7	55	2%	-0.2%	i	3.5	-3%	-9%	8%	2%
COC(=O)c1ccc(CSc2nc3c(cnn3-c3ccc(C)c(C)c3)c(=O)[nH]2)o1	0%	7.0	57	1%	0.8%	i	0.6	13%	-8%	14%	-12%
COCC(C)n1c(SCC(=O)Nc2oc(C)c3c(C)n[nH]c(=O)c23)nc2ccccc2c1=O (centres undefined)	27%	0.7	55	-8%	1.2%	i	5.3	-3%	-7%	6%	-2%
CC(C)Sc1nc2ccccc2[nH]1	1%	-0.3	35	-5%	0.8%	i	0.1	-6%	0%	-4%	3%
N/C(Cc1ccc([N+](=O)[O-])cc1)=N\OC(=O)C(c1ccccc1)c1ccccc1	0%	8.6	42	6%	2.7%	i	5.7	4%	-6%	9%	3%
Cc1ccc(NC(=O)c2cccnc2C(=O)O)nc1	8%	0.0	95	-5%	-1.2%	i	0.0	5%	-5%	-5%	8%
N#CCN(C(=O)COC(=O)C1CC2CCCC(C1)C2=O)c1ccccc1 (centres undefined)	.	-1.2	59	0%	.	i	0.3	.	.	1%	.
C=CCn1c(COc2ccc(OC)cc2)nc2ccccc21	-12%	0.5	56	1%	-0.3%	i	0.5	1%	-8%	3%	5%
COc1ccc(C(O)(C2CCCCC2)C(CN2CCCC2)c2ccccc2)cc1 (centres undefined)	-8%	3.6	47	9%	-1.6%	i	0.6	-1%	-9%	6%	16%
COc1cc(/C=C/c2nc3ccccc3c(=O)[nH]2)cc(OC)c1OC	-6%	0.0	105	-6%	-4.5%	i	1.1	5%	-6%	5%	3%
O=C(COC(=O)c1cccc(O)c1)c1ccccc1	.	-0.4	54	4%	.	i	0.8	.	.	5%	.
CN1/C(=C\C(=O)CSc2nnc(NCc3ccccc3)s2)C(C)(C)c2ccccc21	-2%	2.0	32	27%	7.0%	i	1.1	12%	-2%	6%	62%
CCOC(=O)C1Cn2c(nc3c(c2=O)C2(CCCC2)Cc2ccccc2-3)S1 (centres undefined)	-12%	1.1	61	-8%	0.5%	i	3.0	1%	-6%	2%	3%
Cc1[nH][nH]c(=O)c1C=NCc1cccnc1	13%	-1.6	68	-4%	-0.2%	i	0.3	8%	2%	6%	-2%
Cc1cnc(C(=O)OCC(=O)c2ccc(C3CCCCC3)cc2)cn1	.	1.9	48	-6%	.	i	1.0	.	.	4%	.
CCOc1ccccc1NC(=O)CSc1nc2ccccc2nc1N1CCOCC1	-4%	4.9	102	.	-1.7%	i	4.7	9%	-5%	11%	25%
COc1cc(O)c(C(CCN2CCOCC2)c2cc(OC)c(OC)c(OC)c2)c(OC)c1 (centres undefined)	-2%	-4.7	96	1%	0.8%	i	1.7	2%	-5%	3%	2%
Cc1[nH]n(-c2ncc(-c3ccccc3)s2)c(=O)c1C(c1ccc(Cl)cc1)C(C#N)C#N (centres undefined)	-2%	8.1	74	29%	71%*	i	0.8	72%	5%	25%	17%
Cc1ccc(C(C(=O)NC(C)(C)C)N(C(=O)c2csnn2)c2cccc(F)c2)o1 (centres undefined)	-1%	-0.7	79	-3%	-2.3%	i	0.4	2%	-8%	6%	14%
CCC(=O)N1CCc2cc(S(=O)(=O)NCCC(=O)N3CCN(c4ccccc4)CC3)ccc21	3%	-0.1	68	5%	-0.4%	i	2.6	-6%	-3%	-31%	-24%
CSCCC(NS(=O)(=O)c1ccc(Cl)cc1)C(=O)OCC(=O)N(C(C)C)C(C)C (centres undefined)	8%	-0.3	74	-8%	0.9%	i	0.7	0%	-3%	10%	-4%
CCc1ccc(-c2csc(NC(=O)c3cccnc3)n2)cc1	3%	8.5	75	-7%	-0.5%	i	0.4	6%	-5%	4%	10%
CCOc1ccc(S(=O)(=O)N(C)CCO)cc1-c1nc2c(C(C)(C)C)nn(C)c2c(=O)[nH]1	12%	5.7	58	-2%	0.3%	i	0.8	0%	-2%	4%	5%
Cc1ccccc1Cn1ccc(NC(=O)c2nn(C)cc2[N+](=O)[O-])n1	-2%	0.2	67	29%	-0.3%	i	0.0	-3%	-2%	4%	6%
CN(c1cccc(NC(=O)c2ccccc2N(Cc2ccccc2)S(C)(=O)=O)c1)S(C)(=O)=O	-5%	1.4	61	-2%	1.0%	i	0.2	8%	-11%	8%	0%
O=C1c2cccc([N+](=O)[O-])c2C(=O)N1c1ccccc1	10%	-1.0	77	9%	-1.8%	i	0.2	-1%	-3%	2%	10%
CCOC(=O)N1CCN(Cc2nc3cc(NC(=O)c4ccco4)ccc3n2C)CC1	59%	-1.1	45	3%	-1.8%	i	3.2	-5%	-8%	3%	-36%
CSc1ccccc1OCc1cc(C(=O)NCc2csc(C(C)C)n2)no1	-2%	0.5	48	-2%	0.1%	i	0.3	9%	-1%	-12%	8%
OCCN1CCN(c2ncnc3scc(-c4ccc(F)cc4)c23)CC1	5%	0.9	69	5%	0.5%	i	0.5	6%	-9%	3%	4%
Nc1c(-c2ccccc2)cnc2cc(-c3ccccc3)nn12	1%	.	.	-9%	2.1%	i	0.5	15%	-1%	-4%	21%
C=CCN1C(=O)c2oc3ccccc3c(=O)c2C1c1ccc(O)c(OC)c1 (centres undefined)	-12%	5.0	84	5%	-0.5%	i	1.9	0%	-6%	4%	29%
Cc1ccc(OCC(=O)NCCC2=CCCCC2)cc1	23%	-1.6	47	-7%	-2.7%	i	0.5	-6%	-1%	5%	9%
COc1ccc(-n2nc(C(=O)NCC(=O)Nc3ccc(F)cc3)c3ccccc3c2=O)cc1	-7%	0.0	58	-8%	0.7%	i	0.6	-2%	-9%	4%	-7%
